Bioassay records (PubChem BioAssay)
Jurkat tox 60K: cytotoxic compounds reducing Jurkat cell viability; Jurkat E6.1 viability, ATP luminescence, 48 h; inhibition, % at 4 µM; 1.2% of 56,000 active;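 active means inhibition above the mean inhibition of all tested compounds plus 3 SD, cut at about 28% in these data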
HEK293 NFkB inh: inhibitors of the PMA/ionomycin-induced NF-kB reporter in HEK293 cells | HEK-293 NF-kB luciferase reporter, luminescence | inhibition, % at 3 µM | 0.21% of 62,000 active;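 active means inhibition above the mean of all tested compounds plus 3 SD, cut at about 40% in these data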;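 further: 0% = stimulated DMSO wells and 100% = 10 µM reference inhibitor 5653914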
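Reagent: PMA plus ionomycin mix as NF-kB-activating stimulus. Assay system: NF-kB luciferase reporter HEK-293 cells. Technique: luminescence from luciferase substrate reagent. Incubation: 1 h compound pre-incubation, 16 h PMA/ionomycin at 37 °C. Benchmarks: DMSO only as uninhibited control, 10 µM reference inhibitor as full inhibition. Repeats: tested once.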
D1 mod: allosteric modulators of human D1 dopamine receptor | P21728 | HEK293 D1, CRE-luciferase, dopamine EC30 potentiation; actives deviate in either direction | B-score at 10 µM | 5.9% of 58,000 active;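 active means luminescence count or its row- and column-corrected plate score outside the 99.7% band of the plate's sample wells, on either side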
Target sequence (P21728 whole entry, looked up): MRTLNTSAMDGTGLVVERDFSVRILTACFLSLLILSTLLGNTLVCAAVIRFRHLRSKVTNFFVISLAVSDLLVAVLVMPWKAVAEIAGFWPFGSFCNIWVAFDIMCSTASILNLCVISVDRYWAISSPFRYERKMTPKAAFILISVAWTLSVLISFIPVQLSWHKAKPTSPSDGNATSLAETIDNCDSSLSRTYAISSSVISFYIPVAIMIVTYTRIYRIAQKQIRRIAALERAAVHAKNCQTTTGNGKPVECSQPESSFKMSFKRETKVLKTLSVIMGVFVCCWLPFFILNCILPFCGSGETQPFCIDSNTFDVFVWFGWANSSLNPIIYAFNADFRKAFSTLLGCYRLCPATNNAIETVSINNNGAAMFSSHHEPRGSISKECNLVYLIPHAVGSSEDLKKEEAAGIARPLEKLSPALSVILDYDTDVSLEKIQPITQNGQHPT
5HT1E ag: activates the human 5-HT1E serotonin receptor. activation, % at 6 µM. CHO 5-HT1E Ga15 NFAT-bla reporter, FRET; 0% DMSO wells, 100% control agonist wells. P28566. 0.69% of 65,000 active. AID 574;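 active means activation above a set limit, the screen-wide mean activation plus 3 SD, cut at about 8.5% in these data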;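 further: 100% = positive control agonist at 1 µM giving full maximal response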
5-HT1A blocker: blocks the human serotonin 5-HT1a receptor | inhibition, % at 10 µM | AID 612 | CHO 5-HT1a Ga15 NFAT-bla reporter, antagonist mode | 0.68% of 62,000 active | P08908;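 active means inhibition above the mean of all tested compounds plus 3 SD, cut at about 43% in these data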;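 further: receptor stimulated by 5-CT agonist at 100 nM near EC80; beta-lactamase reporter measured by ratiometric fluorescence of a cleavable substrate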
S1P1 ag-PAM: agonists and agonism potentiators of human S1P1 receptor. P21453. S1P1 CRE-bla cells, forskolin, beta-lactamase FRET, potentiator mode; S1P1 agonist co-added at EC20, 2 nM; 100% = saturating reference agonist, 0% = basal. activation, % at 9.5 µM. 0.57% of 56,000 active. AID 449;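 active means activation above a cutoff set at the mean activation of all tested compounds plus 3 SD, cut at about 54% in these data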;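 further: forskolin at 4 µM as EC80 and the EC20 agonist is SEW2871; 100% = SEW2871 at its EC100 plus forskolin at EC80; some compounds past the cut are filed as inactive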
Target sequence (P21453 whole entry, looked up): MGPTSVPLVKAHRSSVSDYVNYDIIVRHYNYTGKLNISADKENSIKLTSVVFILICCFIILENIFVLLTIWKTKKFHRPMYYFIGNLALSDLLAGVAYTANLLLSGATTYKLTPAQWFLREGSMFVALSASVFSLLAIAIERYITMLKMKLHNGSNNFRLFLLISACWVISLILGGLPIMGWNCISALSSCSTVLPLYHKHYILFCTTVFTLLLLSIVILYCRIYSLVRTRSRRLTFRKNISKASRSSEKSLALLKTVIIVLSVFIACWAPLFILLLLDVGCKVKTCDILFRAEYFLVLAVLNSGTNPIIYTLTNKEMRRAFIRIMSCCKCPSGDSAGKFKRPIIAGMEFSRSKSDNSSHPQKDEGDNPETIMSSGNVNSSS
HTR1A agonist: activates the human 5-HT1a serotonin receptor; CHO 5-HT1a Ga15 NFAT-bla reporter, FRET ratio; 0% basal, 100% maximal reference agonist; AID 567; activation, % at 10 µM; 0.56% of 65,000 active;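 active means activation above the screen-wide mean activation plus 3 SD, cut at about 19% in these data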;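 further: 0% = DMSO wells and 100% = 5-CT at EC100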
HTR1E antagonist: antagonists of human 5-HT1E serotonin receptor | P28566 | CHO 5-HT1E Ga15 NFAT-bla reporter, FRET, antagonist | inhibition, % at 6 µM | 0.99% of 65,000 active | AID 571;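 active means inhibition above a set limit, the mean inhibition across every tested compound plus 3 SD, cut at about 29% in these data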;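 further: signal is the 460 over 535 nm emission ratio of beta-lactamase substrate; 0% = agonist plus DMSO wells and 100% = wells without agonist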
S1P3 agonist: S1P3 (human) receptor agonism | 0.1% of 60,000 active | Q99500 | S1P3 NFAT-BLA reporter cells, FRET ratio; relative to 1 µM S1P, basal subtracted | activation, % at 4.5 µM | AID 373;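 active means activation above the screen-wide mean plus 3 SD, cut at about 4.5% in these data, passing the limit was not always enough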; further: some compounds called inactive have numbers as strong as hits
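Material: Human S1P3 NFAT-BLA reporter CHO cells | Incubation: Overnight plating, 4 h compound 37 °C, 2 h substrate RT | Signal: FRET β-lactamase substrate fluorescence, excitation 405 nm, 460/535 nm emission ratio, background-subtracted | Compound: 4.5 µM final, single dose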
* hit, by the source's call; . = not tested or not shown.

SMILES	Jurkat tox 60K	HEK293 NFkB inh	D1 mod	5HT1E ag	5-HT1A blocker	S1P1 ag-PAM	HTR1A agonist	HTR1E antagonist	S1P3 agonist
NC(=O)c1c(-c2ccccc2)oc2ccc(O)cc12	-2	6	-0.95	1.1	-6	-17	-0.1	7	0.1
O=C(Cn1cnc2ccccc2c1=O)c1c[nH]c2ccccc12	-3	13	.	-0.4	9	-23	-3.4	-2	-0.1
CN(C)CCNc1ncnc2ccccc12	-1	7	-0.75	-0.1	4	2	-2.2	0	-0.6
CC(C(=O)NCCCN1CCOCC1)n1cccc1C(=O)c1ccccc1 (stereo not drawn)	2	14	-1.3	0.0	-16	7	-2.9	-6	-0.3
OC(COc1ccccc1)CN1C2=NCCCN2c2ccccc21 (stereo not drawn)	0	-7	-2.6	-0.3	28	-10	-0.7	-5	0.0
COc1cccc(CNC(=O)C2CCN(c3cnccn3)CC2)c1	-8	5	0.067	1.6	-4	8	-0.9	12	0.1
CC(=O)c1coc2ccc(OCCN3CCCCC3)cc12	-3	12	0.22	-0.3	6	-13	2.6	4	-1.1
COc1ccc(Oc2nc(C)cc(C)c2C#N)cc1	0	9	1.3	-0.3	15	.	-1.9	3	-1.2
COc1ccc(C2C3=C(N=C4SCC(=O)N42)c2ccccc2CC3)cc1 (stereo not drawn)	6	8	-0.44	-0.1	0	6	-1.6	-6	-2.0
COc1ccc(CNc2nc3c(c(=O)n(Cc4ccc(Cl)cc4)c(=O)n3C)n2C)cc1	-6	4	-3	0.4	13	10	5.0	-1	-0.9
CC(C)OC(=O)CSc1nnc(-c2cccnc2)n1Cc1ccccc1	1	20	-0.43	0.3	-1	-2	-0.7	-8	-1.0
Cn1cc(CC(=O)N2CCN(c3ccc(Cl)cc3)CC2)c2ccccc21	.	0	1.4	1.4	11	.	0.3	2	.

The list goes on; the last 2 above are carried over.
SMILES	Jurkat tox 60K	HEK293 NFkB inh	D1 mod	5HT1E ag	5-HT1A blocker	S1P1 ag-PAM	HTR1A agonist	HTR1E antagonist	S1P3 agonist
CC(C)OC(=O)CSc1nnc(-c2cccnc2)n1Cc1ccccc1	1	20	-0.43	0.3	-1	-2	-0.7	-8	-1.0
Cn1cc(CC(=O)N2CCN(c3ccc(Cl)cc3)CC2)c2ccccc21	.	0	1.4	1.4	11	.	0.3	2	.
Cn1c(N)c(S(=O)(=O)c2ccc(Br)cc2)c2nc3ccccc3nc21	1	17	3.2	-0.4	11	-9	-3.5	18	-0.1
CCOC(=O)C1CCN(C(c2cc3ccc(C)c(C)c3[nH]c2=O)c2nnnn2C2CCCCC2)CC1 (stereo not drawn)	-2	16	0.58	0.6	-5	-14	0.3	2	0.4
COCCn1nnnc1C(c1ccccc1OC)N1CCN(c2ccccc2F)CC1 (stereo not drawn)	2	4	1.1	0.6	13	-2	0.3	-9	-1.4
CCCN1CCN(C(=O)CCCNC(=O)Cn2cnc3sc(C)c(C)c3c2=O)CC1	0	6	.	0.4	-8	-8	-0.2	5	-0.2
CCN(CC)CCNC(=O)Cn1cnc2sc(C)c(S(=O)(=O)N3CCOCC3)c2c1=O	.	4	-0.69	1.3	-3	.	-0.7	-1	.
NC(=O)CSc1nnc(Cn2c(=O)sc3ccccc32)n1CCc1ccccc1	0	18	.	0.8	-2	-4	2.3	-6	-0.5
CCC(CC)C(=O)Nc1cccc(C(=O)N2CCOCC2)c1	1	8	0.43	0.6	8	-6	-2.6	3	-1.3
COc1ccccc1NC(=O)CSc1nccc(=O)[nH]1	-3	-1	0.041	-1.5	7	-11	-4.9	-12	0.5
CCS(=O)(=O)N1CCCC(C(=O)NC2CCCCC2)C1 (stereo not drawn)	-4	9	0.026	1.0	-13	-4	0.5	-5	-0.3
COC(=O)c1ccccc1NC(=O)CN1CCC(NC(=O)c2ccc(C)cc2)CC1	6	18	0.078	4.0	-18	2	3.5	8	-0.7
Cc1cc(NC(=O)c2ccco2)ncc1NC(=O)CCc1ccccc1	5	0	1.3	3.4	0	-20	-2.5	12	-1.3
CCCCn1c(NC(=O)c2ccccc2)nc2ccccc21	4	-15	.	0.0	27	15	-2.1	-12	-1.1
Oc1ccc2c(c1)oc1cc(O)ccc12	22	6	2	0.0	27	2	-4.5	-5	-1.4
COCCCNC(=O)CCNS(=O)(=O)c1ccc(C)cc1	.	7	0.69	0.5	-4	.	2.0	-2	.
Cn1cc(CNC(=O)C2CCCCC2)cn1	1	16	-0.096	-0.8	-4	-11	0.9	-2	-0.3
Cc1cc(C)c(C(N)=O)c(NCCc2ccccc2)n1	-1	6	-0.58	0.0	1	-21	-3.8	4	-0.7
Cc1ccc(S(=O)(=O)Nc2cccc(-c3cn4ccsc4n3)c2)cc1	20	-1	0.16	0.2	9	17	-0.5	6	0.5
Cc1cc(NC(=O)CSc2nnc(COc3ccccc3)o2)no1	0	9	-1.8	-0.5	7	-16	-3.7	-6	-0.2
CCOC(=O)c1cnn(CCOC(=O)Cc2cccs2)c1NC(=O)Cc1cccs1	-3	-3	.	-0.4	6	-7	0.0	0	0.4
COc1cccc(-c2nc(N3CCCCC3C)c3ccccc3n2)c1O (stereo not drawn)	.	.	.	0.9	.	-14	2.0	-26	-1.8
CN(C)c1nc2c(c(=O)[nH]c(=O)n2C)n1Cc1ccc(F)cc1	-4	15	2.4	1.0	-13	-13	1.8	8	-0.4
Cc1ccc2[nH]c3c(c2c1)CN(C(=O)CN1CCN(c2cccc(C)c2C)CC1)CC3	4	10	0.0052	8.6	14	-11	3.6	-1	-1.8
O=C(NCCN1CCN(C(=O)Nc2ccccc2)CC1)Nc1ccccc1	3	2	-0.35	1.5	-18	-8	-1.6	-16	0.1
CC1CC(C)CN(c2oc(-c3ccccc3Cl)nc2C#N)C1 (stereo not drawn)	1	5	0.57	-0.8	17	2	-1.5	18	-1.0
COc1ccc2sc(C)nc2c1NC(C)=O	-5	26	.	-0.8	1	-1	0.4	-2	-0.6
CC(=O)C1=C(Nc2ccc(C)cc2)CC(C)(O)C(C(C)=O)C1c1ccco1 (stereo not drawn)	5	19	0.042	0.6	-9	-14	-1.8	-9	-0.3
CCOC(=O)N1CCN(c2ccc(S(=O)(=O)N(Cc3ccccc3)Cc3ccccc3)cn2)CC1	6	17	-0.88	0.2	6	23	3.5	3	-1.3
O=C(Nc1cc(Cl)ccc1N1CCOCC1)c1cnccn1	.	4	3.1*	-0.1	5	.	-1.1	5	.
Cc1cc(C)nc(NS(=O)(=O)c2ccc(-n3cccc3)cc2)n1	-6	14	1.4	0.8	-28	.	-1.5	-9	0.6
O=C1c2ccccc2C(=O)N1CCCSc1nc2ccccc2o1	-1	12	0.27	0.0	0	-5	-3.4	9	-1.4
COc1ccc(CC(=O)NCc2ccccc2)cc1S(=O)(=O)N1CCOCC1	-6	3	-0.093	-0.6	-1	5	-1.1	-8	1.6
COc1cc(-n2c(=O)c3ccccc3n(Cc3cccnc3)c2=O)cc(OC)c1OC	6	10	.	0.4	2	-12	-4.4	0	-0.7
Cc1oc2c(CN3CCCC3)c(O)ccc2c(=O)c1-c1ccccc1	4	10	-0.93	1.1	5	-6	-0.2	-5	0.1
CCC(=O)c1ccc(OCCSc2ncccn2)cc1	6	-16	-0.2	-0.7	3	.	-1.7	11	-0.7
CC(=O)NCC(=O)NC(C(=O)Nc1ccc2c(c1)OCCO2)c1ccc(C)cc1 (stereo not drawn)	-2	2	0.09	-0.4	-2	-3	-3.6	-1	0.4
O=C(NCCNC(=O)C(F)(F)F)c1ccncc1	2	2	-0.76	0.7	-10	-12	-2.9	-7	-1.0
COc1ccc(OC)c(Nc2nc(-c3cccs3)cs2)c1	2	7	.	1.4	16	0	-0.3	-5	0.1
Cc1[nH]c(=O)[nH]c(=O)c1CSc1nnc([C@H](CC(C)C)NC(=O)OC(C)(C)C)o1	0	5	.	0.2	-10	6	16	-1	-1.7
Cc1cccc(N(C(=O)Cn2nnc3ccccc32)C(C(=O)NCc2ccco2)c2ccncc2)c1 (stereo not drawn)	-1	1	-0.21	0.0	5	-3	-5.6	-1	0.3
Cc1onc(-c2ccccc2Cl)c1C(=O)NCc1ccc(N2CCCC2=O)cc1	17	18	-1.3	-0.9	0	.	-3.1	-4	-0.4
Cn1c(OCc2cccnc2)nc2c1c(=O)n(Cc1ccc(Br)cc1)c(=O)n2C	.	.	.	-0.3	.	-6	2.6	6	-5.2
CC(C)OC(=O)CSc1nnc(-c2cccnc2)n1N	0	12	-0.88	-1.1	10	8	0.5	29*	-0.2
O=C(CN1CCCN(S(=O)(=O)c2ccc(Br)cc2)CC1)Nc1ccc2cn[nH]c2c1	0	8	-0.23	-0.9	22	27	-2.0	15	-0.3
Cc1cc(C)nc(N2CCN(c3ncnc4c3cnn4Cc3ccc(Cl)cc3Cl)CC2)n1	4	2	-2.6	1.0	6	-4	-2.2	-4	-0.2
CCOC(=O)C(CC)n1nc(C)n2c(cc3sccc32)c1=O (stereo not drawn)	4	8	1.6	0.5	10	-14	1.1	4	-1.4
CCOC(=O)c1oc2nc(C)c3c(c2c1N)CC(C)(C)OC3	-7	14	0.05	-0.6	7	-6	0.0	2	-0.4
Cc1nc2ccc(S(=O)(=O)N(C)CC(=O)NCc3ccc4c(c3)OCO4)cc2s1	5	9	0.23	-1.1	2	-9	-3.4	6	-0.6
COc1ccc(C2C(C(=O)O)CC(=O)N2C2CCCCC2)cc1 (stereo not drawn)	-3	12	0.15	-0.3	-5	-8	-1.5	-7	0.1
CCOC(=O)N1CCC(N2Cc3cccc(C(=O)NCc4ccc(C)cc4)c3C2=O)CC1	0	-6	0.86	0.5	0	-1	-2.7	5	-0.4
CCC(=O)N(Cc1cc2cc(C)c(C)cc2[nH]c1=O)C1CCCCC1	0	12	1.2	0.3	-5	-2	-2.3	13	-0.9
COc1ccccc1C(=O)Nc1ccc(S(=O)(=O)N2CCCC2)cc1	3	13	-0.55	0.0	-5	.	-0.6	8	-0.1
O=C(CSc1ccc2nnc(-c3ccncc3)n2n1)N1CCc2ccccc21	2	14	-0.29	0.0	-8	8	-0.8	-2	0.1
O=C(CCN1C(=O)c2ccccc2C1=O)NCCN1CCOCC1	-1	2	-0.17	0.5	-4	-19	0.4	-2	-1.2
Cc1cc(N=Cc2cc(Cl)ccc2O)no1	-9	3	-0.0096	-0.2	3	-15	-0.8	-3	-1.0
COCCNc1ncnc2c1cnn2Cc1ccc(Cl)cc1	5	7	-0.034	-0.8	11	-10	-3.9	6	-0.3
CN(CCNC(=O)C1CCN(S(=O)(=O)N2CCOCC2)CC1)CCc1ccccc1	-2	8	0.083	-0.3	-1	-8	-0.3	-9	-0.9
O=C(Nc1nc2cc3c(cc2s1)OCO3)C1=COCCO1	32	18	-8.3*	1.3	-4	-8	-0.1	-9	-0.5
COc1cccc(OC)c1C(=O)Nc1ccc(S(=O)(=O)Nc2cc(C)nc(C)n2)cc1	.	14	0.053	-1.2	-6	.	-2.6	20	.
CCS(=O)(=O)N1Cc2ccccc2CC1C(=O)Nc1nc2ccccc2[nH]1 (stereo not drawn)	-7	-5	-1.2	-0.3	8	-24	-1.4	-3	0.3
